# Bioassay records: PubChem BioAssay, The Scripps Research Institute Molecular Screening Center
# CHRM1 agonist – activates human CHRM1 receptor; CHO-K1 hM1, Fluo-8 calcium fluorescence, agonist mode; 0% DMSO, 100% acetylcholine EC100; activation, % at 3 µM; 360,000 compounds, 0.33% hits; AID 588814;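 active = activation above the run's mean compound activation plus 3 SD, cut at about 16% in these data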;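 also: peak over basal fluorescence ratio within a 140 s kinetic read after compound addition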
# Target sequence (P11229 whole entry, looked up): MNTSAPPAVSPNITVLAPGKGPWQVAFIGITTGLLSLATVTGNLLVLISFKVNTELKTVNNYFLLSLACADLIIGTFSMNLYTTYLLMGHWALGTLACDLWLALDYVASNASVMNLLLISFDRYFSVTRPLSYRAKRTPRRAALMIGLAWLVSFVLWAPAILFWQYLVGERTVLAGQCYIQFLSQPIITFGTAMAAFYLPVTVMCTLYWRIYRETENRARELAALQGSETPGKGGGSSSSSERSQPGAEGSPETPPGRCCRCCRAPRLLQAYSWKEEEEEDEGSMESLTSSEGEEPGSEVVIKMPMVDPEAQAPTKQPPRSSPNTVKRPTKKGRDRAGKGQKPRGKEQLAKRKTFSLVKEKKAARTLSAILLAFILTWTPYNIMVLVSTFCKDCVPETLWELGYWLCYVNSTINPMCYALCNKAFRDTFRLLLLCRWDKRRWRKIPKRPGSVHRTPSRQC
# CHO-K1 Ca antag – M1 antagonist counterscreen hit in parental CHO-K1 cells | ATP-induced calcium, Fluo-8 fluorescence | inhibition, % at 3 µM | 360,000 compounds, 0.6% hits;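 active = inhibition above a per-plate cutoff, the plate's mean sample inhibition plus 3 SD, cut at about 24% in these data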;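 also: 0% = DMSO plus EC80 ATP and 100% = DMSO alone without ATP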
# M1 PAM – human CHRM1 positive allosteric modulation; P11229; CHO-K1 hM1, Fluo-8 calcium fluorescence, ACh EC20; 0% = ACh EC20, 100% = maximal ACh; activation, % at 3 µM; 360,000 compounds, 0.088% hits; in the data active = activation above about 19%, passing the limit was not always enough
# TAAR1 ag – human TAAR1 agonism | activation, % at 3 µM | Q96RJ0 | CHO RD-HGA16 TAAR1, Fluo-8 calcium fluorescence; vehicle wells 0%, saturating PEA agonist 100% | 360,000 compounds, 0.99% hits;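 active = activation above the mean activation of all test compounds in the run plus 3 SD, cut at about 38% in these data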
# Target sequence (Q96RJ0 whole entry, looked up): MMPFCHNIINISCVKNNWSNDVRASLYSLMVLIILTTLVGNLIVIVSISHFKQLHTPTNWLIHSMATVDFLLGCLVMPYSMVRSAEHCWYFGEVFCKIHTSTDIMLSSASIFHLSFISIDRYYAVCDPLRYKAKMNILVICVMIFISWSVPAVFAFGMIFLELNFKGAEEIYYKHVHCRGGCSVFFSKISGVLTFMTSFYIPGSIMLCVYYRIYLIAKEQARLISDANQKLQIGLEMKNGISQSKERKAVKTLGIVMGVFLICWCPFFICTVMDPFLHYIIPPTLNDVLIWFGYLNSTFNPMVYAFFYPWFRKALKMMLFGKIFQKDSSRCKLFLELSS
#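 System: CHO-derived RD-HGA16 cells with stable Gα16 and human TAAR1 / Times: 17-24 h plating, Fluo-8 75 min 37 °C, 30 min RT / Technique: calcium-sensitive Fluo-8 signal, excitation 470-495, emission 515-575 nm / Measure: % activation relative to PEA EC100 response / Benchmarks: DMSO and PEA EC100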
# M1 ag parental – nonselective activator or artifact in parental CHO-K1 cells | 360,000 compounds, 0.48% hits | AID 602248 | Fluo-8 calcium fluorescence; scaled to maximal ATP response, vehicle zero | activation, % at 3 µM; in the data active = activation above about 15%;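 also: untransfected CHO-K1 host cells lacking M1 receptor as counterscreen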
# CHO parental Ca – counter-screen for OX1R antagonists: effect in parental CHO cells; parental CHO-K1, ATP-induced calcium, Fluo-8 fluorescence; inhibition, % at 5.6 µM; 330,000 compounds, 0.63% hits;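 active = inhibition above that plate's mean sample inhibition plus 3 SD, cut at about 26% in these data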;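 also: 0% = ATP-challenged DMSO wells and 100% = DMSO wells without ATP; some compounds past the cut are filed as inactive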
#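 Assay system: untransfected parental CHO cell line. Also added: ATP agonist challenge. Dosing: one dose, 5.6 µM nominal. Measured by: Fluo-8 fluorescence. Read-out: % inhibition. Benchmarks: ATP wells versus no-ATP DMSO wells. Repeats: no replicates.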
# M1 antag – human CHRM1 antagonism; 360,000 compounds, 1.3% hits; CHO-K1 hM1, Fluo-8 calcium fluorescence, ACh EC80 antagonist; inhibition, % at 3 µM; P11229; AID 588852;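 active = percent inhibition above its own plate's cutoff, namely the mean of that plate's compound wells plus 3 SD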;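 also: peak over basal fluorescence ratio during 140 s after agonist addition; 0% = ACh EC80 plus DMSO and 100% = DMSO alone without agonist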
# CHO-K1 Ca PAM – counter-screen for M1 PAMs: effect in parental CHO-K1 cells. ATP EC20, Fluo-8 calcium fluorescence; 0% at ATP EC20, 100% at ATP max. activation, % at 3 µM. 360,000 compounds, 0.02% hits;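 active = activation above the run cutoff, the mean activation of all test compounds plus 3 SD, cut at about 40% in these data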;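 also: peak over basal fluorescence ratio in a 140 s read after ATP addition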
# TAAR1 antagonist – human TAAR1 antagonism | CHO RD-HGA16 TAAR1, Fluo-8 calcium fluorescence, antagonist | inhibition, % at 3 µM | 360,000 compounds, 1.5% hits;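 active = inhibition above a per-plate cutoff, the mean inhibition of test compounds on that plate plus 3 SD, cut at about 49% in these data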;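 also: 0% = DMSO plus EC80 beta-PEA response and 100% = DMSO alone without agonist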
#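 Material: RD-HGA16 CHO cells with stable hTAAR1 and Gα16; Dosing: single nominal final test compound concentration of 3 µM; Schedule: seeding 17-24 h prior, 75-min 37 °C, 30-min RT dye loading; Detection: kinetic Fluo-8 calcium fluorescence measurement; Measure: % inhibition from peak post-agonist over basal fluorescence ratio; Benchmarks: vehicle and agonist controls.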
# * hit, by the source's call; nt = no result given.
mol	CHRM1 agonist	CHO-K1 Ca antag	M1 PAM	TAAR1 ag	M1 ag parental	CHO parental Ca	M1 antag	CHO-K1 Ca PAM	TAAR1 antagonist
Cc1noc(C)c1C(=O)N1CCC1(C)C(=O)NS(=O)(=O)c1ccc(Cl)cc1 (stereo not drawn)	0	2	5	3	0.8	nt	-1	13	-24
Cn1c(=O)c2c(nc(Br)n2Cc2ccccc2Cl)n(C)c1=O	0	-5	0	4	2.1	3	-13	13	-4
COc1ccc(C2C(C#N)=C(C)NC3=C2C(=O)c2ccccc23)cc1 (stereo not drawn)	-1	-14	-5	3	0.0	-1	-10	-7	-4
O=C(/C=C/c1ccccc1[N+](=O)[O-])N1CCN(c2ccccc2F)CC1	4	9	9	17	0.9	-10	-8	7	-19
Cc1c(C)n(-c2ccccc2)c2ncnc(NCCCN(C)C)c12	-9	4	-7	5	-0.8	-14	9	7	-4
O=C(COC(=O)CCSc1ccc(F)cc1)NCc1ccc(F)cc1	1	-2	2	0	-0.5	-1	1	-20	7
CC(=O)NC1C(=O)N=C(SCC(=O)NC2CCCCC2)NC1=O (stereo not drawn)	-2	-15	3	1	0.0	5	-12	4	6
O=C(CC1c2ccccc2Oc2ccccc21)NCc1ccco1	-6	-16	4	10	1.3	-11	-29	14	-17
O=c1c2sc3nc(N4CCOCC4)c4c(c3c2nnn1Cc1ccccc1)CCCC4	-2	-2	8	1	-0.5	-7	-15	1	-8
Cc1cc2ccccc2c(=O)n1CC(=O)NC1CCCCCC1	-4	-8	3	0	0.5	-26	-13	18	-3
CC1(C)CC(NC(=O)c2sc3cc(Cl)ccc3c2Cl)CC(C)(C)N1	-11	9	5	0	0.6	-23	1	-10	8
Cc1ccc(NC(=O)c2ncn(CC(=O)NCc3ccc4c(c3)OCO4)n2)cc1C	0	-6	5	5	0.3	-9	-7	8	-18
Cc1ccccc1-c1nn(-c2ccc(F)cc2F)cc1CNC1CC1	-13	-3	7	0	0.5	-30	-5	14	3
CC(C)(C)c1nnc2sc(SCC(=O)c3cccs3)nn2c1=O	-2	-13	-4	4	1.7	-14	9	15	-2
O=S(=O)(c1ccc(Cl)nc1)N1CCC(Cc2ccccc2)CC1	-2	-15	7	2	0.6	3	-12	7	-16
CC(=O)NC(C)(c1ccccc1)c1nc(-c2cncnc2)cs1 (stereo not drawn)	-1	8	12	0	0.3	nt	-16	-17	-10
CCOCCn1ccc2c(OCC(=O)Nc3ccccc3F)cccc2c1=O	-3	-10	0	5	3.0	14	-6	-4	-17
Cc1ccc(C(=O)Nc2cccc(-c3cnc4ccccc4n3)c2)cc1	-5	-3	2	3	0.3	-1	-2	19	1
Cn1ncc([N+](=O)[O-])c1C(=O)N/N=C/c1c[nH]c2ccccc12	2	-1	11	7	-0.1	-10	5	11	9
CCc1ccc(O)c(N=Cc2cccc(C)c2O)c1	-2	-14	5	3	0.7	-9	-1	11	-12
Cc1cc2nc(/C(C#N)=C/c3ccncc3)[nH]c2cc1C	2	0	7	-2	10	-18	-7	5	-51
Cc1ccc(NC(=O)CSc2nnc(-c3ccccn3)n2N)c(Br)c1	-4	-18	7	-1	0.9	-31	-12	26	13
S=C(NCc1ccccc1)NCC1COc2ccccc2O1 (stereo not drawn)	-5	-40	-6	12	6.9	-6	3	8	13
CCO[C@@H]1OC(C(=O)N2CCN(Cc3ccccc3)CC2)=C[C@H](C)[C@H]1CCCO	-5	-10	-4	1	0.6	-12	10	18	9

# Exported with two lines to a compound: part of the list above
# The line under a structure holds: CHRM1 agonist, CHO-K1 Ca antag, M1 PAM, TAAR1 ag, M1 ag parental, CHO parental Ca, M1 antag, CHO-K1 Ca PAM, TAAR1 antagonist
- CCOCCn1ccc2c(OCC(=O)Nc3ccccc3F)cccc2c1=O
  -3, -10, 0, 5, 3.0, 14, -6, -4, -17
- Cc1ccc(C(=O)Nc2cccc(-c3cnc4ccccc4n3)c2)cc1
  -5, -3, 2, 3, 0.3, -1, -2, 19, 1

# Continued:
mol	CHRM1 agonist	CHO-K1 Ca antag	M1 PAM	TAAR1 ag	M1 ag parental	CHO parental Ca	M1 antag	CHO-K1 Ca PAM	TAAR1 antagonist
COc1ccc(NS(=O)(=O)c2cccc(C(=O)NCC(c3ccccc3OC)N3CCCC3)c2)cc1 (stereo not drawn)	-6	-7	-25	10	1.9	-13	82*	8	-30
CCN(CC)c1nc2c(c(=O)[nH]c(=O)n2C)n1Cc1ccccc1	-4	-8	7	0	0.5	-15	-11	12	-3
COc1ccc(C(CCNCc2ccc(N(C)C)cc2)c2ccccc2OC)cc1 (stereo not drawn)	-4	10	7	15	3.0	nt	-6	-10	17
COc1ccccc1CN1CCC(CNS(=O)(=O)c2cc(-c3onc(C)c3C)ccc2OC)CC1	-13	11	-42	3	0.8	-31	102*	-7	-19
C[C@H](CO)N1C[C@H](C)[C@H](CN(C)C(=O)N[C@H](C)c2ccccc2)OCc2ccccc2-c2c(n(C)c3ccccc23)C1=O	-7	-3	5	3	-0.1	nt	-9	2	2
Cc1ccc(Cc2ccccc2C(=O)O)cc1	-3	-4	4	2	0.1	nt	-11	-4	17
Cc1cc(C)cc(NC(=O)CC23CC4CC(C2)CC(n2nnc(C)n2)(C4)C3)c1	-9	-6	1	-3	-0.1	-23	2	-3	-26
Brc1ccc(N=Cc2ccccn2)cc1	-4	-2	6	0	0.1	-8	-3	17	3
Cc1cccc(Sc2ccc([N+](=O)[O-])cc2[N+](=O)[O-])n1	-6	1	8	1	0.1	-4	-5	4	0
CCOC(=O)c1ccc(Nc2cc(C)nc(C)c2C(=O)OCC)cc1	-3	-1	-8	5	0.5	-30	-1	15	4
O=C(Nc1ccccc1O)N1c2ccccc2Sc2ccccc21	-4	-1	10	-1	0.2	-9	-21	16	-22
N#C/C(=N\Nc1cc(Cl)cc(Cl)c1)c1nnc2n1CCCCC2	-4	-3	14	1	0.9	-7	-7	19	-4
CCCCC(=O)OCc1nc(N)nc(Nc2ccccc2C)n1	4	-7	12	-1	-0.1	-6	-4	-1	-7
CCOc1cc(/C=C/C(=O)O)ccc1OCCOc1ccc(F)cc1	-2	-15	7	-2	1.7	10	-2	-6	0
Cc1ccc(O)c(NC(=O)CCC2CCCCC2)c1	-4	15	0	-2	0.3	-10	-2	-4	-21
Cc1ccc2nc(/C(C#N)=C\c3ccc(Oc4ccc(C(F)(F)F)cc4[N+](=O)[O-])cc3)[nH]c2c1	-4	-6	4	12	-0.1	-11	-7	15	6
COc1cc(S(=O)(=O)N2CCCCC2)ccc1NC(C)=O	-5	-16	10	4	0.8	-9	-5	16	-2
CCOc1ccc(N2CC(=O)Nc3ccccc3NCC2=O)cc1	-3	-24	5	4	-0.1	-7	-7	3	3
Cc1ccccc1-n1nnnc1SCc1csc(-c2ccccc2)n1	-2	3	-4	16	1.8	6	3	13	70*
CCOC(=O)[C@]12CCCC=C1N(Cc1ccc(Cl)cc1Cl)C(=O)[C@H](CC(=O)N1CCC(c3ccccc3)CC1)C2	nt	-17	nt	-1	-0.5	nt	nt	8	-53
CC(C)CC(COCc1ccc([N+](=O)[O-])cc1)N1CCN(C(=O)c2ccc(C(F)(F)F)cc2)CCC1=O (stereo not drawn)	-10	-12	0	12	1.1	-23	-1	14	8
NS(=O)(=O)c1ccc(NC(=O)c2ccc(S(=O)(=O)N3CCCCCC3)cc2)cc1	-5	-2	3	6	1.1	-13	-4	10	-4
Cc1ccc2ccc(C(Nc3ccccn3)c3ccccc3)c(O)c2n1 (stereo not drawn)	-6	23	2	1	1.1	2	-3	10	-21
CCN1CCN(C(=O)CN(Cc2ccccc2)S(C)(=O)=O)CC1	-4	-7	0	4	0.4	-11	6	14	-2
Cc1cc(/C=C(\C#N)C(=O)Nc2ccccc2)c(C)n1-c1cccnc1	-2	12	-4	11	0.6	-10	1	-11	24
O=C(CNC(=O)c1ccc(Cl)cc1Cl)OC1CCCCC1=O (stereo not drawn)	-3	-4	4	1	0.2	-3	1	14	8
CCN(CC)C(=O)Oc1cc2c(-c3cc4cccc(OC)c4o3)cc(=O)oc2cc1C	-2	-7	4	0	1.2	-9	-8	5	8
C/C(=N\OC(=O)c1ccccc1F)c1nccs1	-6	2	7	14	-0.2	-1	-1	10	6
O=C(c1nn(Cc2ccccc2)c(=O)c2ccccc12)N1CCN(C/C=C/c2ccccc2)CC1	-5	5	-22	10	1.5	-23	95*	19	50*
CN(C(=O)CN1C(=O)/C(=C/c2ccc(F)cc2)SC1=S)C1CCS(=O)(=O)C1 (stereo not drawn)	0	12	7	0	-0.4	1	-3	-11	-7
CCCn1ncc(CN2CCN(Cc3ccsc3)C(CCO)C2)c1C (stereo not drawn)	-7	-6	1	1	0.5	-3	-2	0	-20
COc1cc(CC(=O)OCC(=O)Nc2ccc(Cl)c(S(=O)(=O)N(C)C)c2)cc(OC)c1OC	4	4	3	7	6.9	-13	-18	-22	15
CC1(C)CC(=O)C2=C(C1)OC1OC(=O)CC21C (stereo not drawn)	-6	-8	4	3	0.4	-2	-7	21	10
COc1cc2nn(-c3ccccc3N)nc2cc1OC	-3	-10	13	-1	0.1	nt	-26	12	-5
CCC(=O)Nc1ccc(-c2nn3c(C)nnc3s2)cc1C	-3	-2	2	11	-0.2	3	-5	9	-8
CC(=O)NC1(C(F)(F)F)C(=O)NC(C)=C1C#N (stereo not drawn)	-2	0	4	2	0.1	-1	-4	15	9
COc1ccccc1CNC(=O)c1cccc(S(=O)(=O)N2CCN(C)CC2)c1	-7	7	-7	1	4.8	4	10	-2	-8
COc1cc(C(=O)N2CCN(c3ccccc3OC)CC2)c([N+](=O)[O-])cc1OC	-2	8	6	0	-0.6	-3	-10	-15	-8
CCCCOc1ccc(C(=O)CCN2CCOCC2)cc1	-13	-9	13	1	1.3	-10	-5	15	17
O=C(O)c1ccc(Nc2ncnc3scc(-c4ccccc4)c23)cc1	-3	-1	5	8	-1.0	-15	0	9	-8
COc1ccc(C(=O)c2c(C)c3ccccc3n2CC(O)CNC(C)C)cc1 (stereo not drawn)	1	-10	19	13	1.3	-14	-9	30	-17
O=C(Cc1ccccc1Cl)NNC(=O)Nc1ccccc1	-7	-10	-2	-1	0.4	-5	-4	20	12
Cc1cccc(-n2cnc3cc(C(=O)N4CCc5ccccc54)ccc32)c1	-12	-3	-2	-1	2.1	-23	-3	11	-14
O=C(O)c1cc(O)ccc1O	-4	5	0	0	-0.4	nt	-17	-6	0
CN(C(=O)COC(=O)c1nn(C)c(=O)c2ccccc12)c1c(N)n(Cc2ccccc2)c(=O)[nH]c1=O	-3	-3	7	3	0.9	3	-14	-3	-12

# An unsorted share of the library; about 4.4% have a hit in one of these screens.
